# NR2E3 ag-1: inhibitors of NR2E3-RetCOR corepressor binding, primary screen, NR2E3 agonist project, biochemical, TR-FRET, GST-NR2E3, biotin-RetCOR. Photoreceptor-specific nuclear receptor (Homo sapiens), Q9Y5X4. 1536-well. inhibition of corepressor binding, % at 4.78 µM. actives 0.12% (n = 320,000). AID 2300, 2010;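 active means percent inhibition above the cutoff of mean plus 3 SD of all tested compounds, set per screening campaign, cut at about 20% in these data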;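 further: 0% = DMSO wells and 100% = biotin wells as full block of FRET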
# Target sequence (Q9Y5X4 whole entry, looked up): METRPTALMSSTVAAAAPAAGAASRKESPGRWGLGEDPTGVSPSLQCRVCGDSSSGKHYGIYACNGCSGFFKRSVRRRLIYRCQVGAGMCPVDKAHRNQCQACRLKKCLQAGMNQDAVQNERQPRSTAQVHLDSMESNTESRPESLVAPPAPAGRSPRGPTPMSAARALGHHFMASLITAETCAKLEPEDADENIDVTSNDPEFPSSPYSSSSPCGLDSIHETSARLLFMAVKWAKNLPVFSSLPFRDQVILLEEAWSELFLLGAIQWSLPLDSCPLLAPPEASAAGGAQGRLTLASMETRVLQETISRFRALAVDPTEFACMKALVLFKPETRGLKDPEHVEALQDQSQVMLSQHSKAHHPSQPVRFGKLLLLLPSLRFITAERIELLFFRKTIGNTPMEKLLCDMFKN
#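 System: GST-NR2E3 and biotin-RetCOR proteins; probe or stimulus: 7 nM biotin-RetCOR; doses: compound at 4.8 µM, single dose; schedule: Compound–protein incubation for 5 h at 4 °C; detection: time-resolved FRET; read-out: percent inhibition; controls: biotin wells as high control, 0.6% DMSO wells as low control; format: 1536-well plates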
# KKLEB cytotox: cytotoxicity in KKLEB CF airway cells, primary screen, cytotoxicity control for CF NF-kB inhibitor project, cell-based, uHTS, fluorescence assay plates; actives 0.36% (n = 360,000); KKLEB CF airway cells viability, ATPlite luminescence, overnight; stronger effect = lower value; cells stimulated with P. aeruginosa culture filtrate; activity change (cytotoxicity), % at 5 µM;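 active means corrected activity change at or below -50% at 5 µM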
# Peg3 prom inh: Peg3 promoter-driven luciferase inhibitors, primary screen, cell-based, HeLa, luciferase luminescence; HeLa PEG-Prom luciferase reporter, overnight; inhibition, % at 20 µM; actives 1.7% (n = 360,000);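 active means inhibition of at least 50% at 20 µM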
# NR2E3 ag-2: NR2E3 agonists in two-hybrid cells, primary screen, cell-based, luminescence, CHO-S, Gal4-NCOR/VP16-NR2E3; actives 0.35% (n = 360,000); AID 602229, 2012; inhibition of corepressor binding, % at 3.98 µM; luciferase;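 active means inhibition above the mean of all tested compounds plus 3 SD, cut at about 70% in these data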;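 further: 0% = DMSO with NR2E3 transfected cells and 100% = cells lacking NR2E3 construct; higher means lower luciferase signal from less NR2E3 corepressor binding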
# CF NFkB block: inhibitors of PAF-induced NF-kB signaling, primary screen, cell-based, GFP fluorescence, uHTS; KKLEB NF-kB-GFP reporter, GFP fluorescence overnight; inhibition, % at 5 µM; actives 0.86% (n = 360,000); AID 588850, 2011;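 active means at least 50% inhibition at 5 µM, scaled per plate between neutral and stimulator controls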;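 further: PAF is a Pseudomonas aeruginosa culture filtrate used as stimulus; plate controls were PAF-stimulated DMSO wells for no effect and unstimulated DMSO wells for full effect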
# TWEAK-Fn14 inh: inhibitors of TWEAK-Fn14 signaling, primary screen, luciferase reporter cells, uHTS. TWEAK-stimulated Fn14 reporter cells, luciferase luminescence, 8 h. inhibition, % at 10 µM. actives 2% (n = 360,000); in the data active means inhibition above about 50%
# TRAIL sens C8: viability loss with TRAIL in NB7+C8 cells, primary screen, TRAIL sensitizer project, cell-based, ATPlite luminescence; inhibition (viability loss, TRAIL sensitization), % at 10 µM; AID 624354, 2012; actives 1% (n = 360,000);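 active means compounds causing at least 50% loss of cell viability in the single-dose screen, relative to plate controls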
# TROY NFkB inh: inhibitors of TROY-driven NF-kB signaling, primary screen, Q293 LMP1-TROYcd cells, NF-kB luciferase, uHTS. Q293 LMP1-TROYcd NF-kB luciferase reporter, 4 h. inhibition, % at 10 µM. actives 0.98% (n = 360,000). AID 1347056, 2019;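 active means compounds whose plate-normalised and pattern-corrected inhibition of the luciferase reporter signal at the single screening dose is 50% or more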
# MITF TRPM1 inh: inhibitors of MITF-dependent TRPM1 promoter reporter, primary screen, cell-based, SK-MEL-5, single point, luciferase; inhibition, % at 12.5 µM; actives 0.83% (n = 330,000); SK-MEL-5 TRPM1 promoter luciferase, 24 h; AID 488899, 2010;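 active means mean inhibition across replicates of 60% or more, whatever share of single replicates reaches that level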; further: values of inactives mirror those of a sister screen read the other way
# Shn3 3UTR inh: reduction of Shn3 3'UTR firefly luciferase signal, primary screen, Schnurri-3 inhibitor project, cell-based, Clone20 osteoblasts, set 2; Clone20 osteoblast Shn3 3'UTR firefly luciferase, 24 h; actives 0.52% (n = 360,000); inhibition, % at 12.5 µM;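 active means mean inhibition of at least 75% with every replicate also reaching 75%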;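 further: 0% = median of neutral control wells and 100% = pilot-screen positive control compound; some compounds past the cut are filed as inactive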
# HIF-2a block: HIF-2a reporter inhibitors, primary screen, luminescence, 786-0 RCC cells; inhibition, % at 18.8 µM; actives 0.72% (n = 360,000); 786-0 RCC cells HIF-2a reporter, luciferase luminescence, overnight;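 active means inhibition of the luminescence signal of 40% or more relative to plate controls, in a single-dose primary screen at 18.75 µM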
# Active calls of the source: *; / = no result given; & = joins results of further samples. These rows are one share of the data. The share of hits here may be higher or lower than overall.
SMILES,NR2E3 ag-1,KKLEB cytotox,Peg3 prom inh,NR2E3 ag-2,CF NFkB block,TWEAK-Fn14 inh,TRAIL sens C8,TROY NFkB inh,MITF TRPM1 inh,Shn3 3UTR inh,HIF-2a block
Nn1c(SCC(=O)N2CCN(S(=O)(=O)c3ccccc3)CC2)nnc1-c1cccs1,2,-5,19,0,4,-2,-7,20,14,-11,10
CCCCN1CNC(=S)N(c2cc(C)ccc2C)C1,-1,-6,24,-5,-4,3,-19,6,8,7,4
CCc1ccccc1Nc1nc(N)nc(COC(=O)c2cccn2C)n1,2,-1,-109,-31,1,-12,13,-38,-30,-29,-174
Cc1nn(Cc2cccc(F)c2)c(C)c1NC(=O)c1c(Cl)cnn1C,-3,3,10,-5,2,6,-9,1,1,7,26
COc1cc(/C=C/C(=O)O)cc(S(=O)(=O)Nc2cc(Cl)c(Cl)cc2Cl)c1OC,2,6,5,-29,-24,16,6,-4,12,-11,4
CCOC(=O)c1cc(-c2ccc(OC)cc2)n(CCC(=O)NCCN2CCC(C)CC2)c1C,0,-2,6,12,7,-10,4,-14,-12,6,17
CN(Cc1ccccc1)C(=O)COc1ccc2ccccc2c1,2,2,-119,-92,-9,-26,3,-65,/,/,-172
COc1ccc(C(CNC(=O)COc2ccc(Cl)cc2C)N2CCCCC2)cc1 (stereo not given),-4,-1,8,-23,12,-32,13,10,-5,14,14
CCOC(=O)C1(Cc2cccc(Cl)c2)CCCN(C(=O)c2ccc(C)nc2)C1 (stereo not given),1,-7,-6,-34,16,14,0,-14,-1,21,-41
Cc1cccc(C(=O)NNC(=O)CCC(=O)Nc2cccc(Cl)c2C)c1,-3,4,-14,-46,-15,-29,-3,1,-3,-6,-34
O=C1C=C(c2ccccc2)CO1,/,14,-15,-6,3,-5,-4,4,-5,-5,0
COCc1ccc(CN2CCCC(CO)(Cc3cccc(OC)c3)C2)o1 (stereo not given),3,-5,2,14,9,-14,10,0,1,-5,13
O=C(c1cnn2c(C(F)F)cc(-c3ccccc3)nc12)N1CCCc2ccccc21,2,-2,24,-12,13,-14,-12,22,10,17,6
CC1CCCC(NC(=O)C2CCC(CNc3c(N4CCCC4)c(=O)c3=O)CC2)C1C (stereo not given),-5,12,8,-21,-7,-18,8,8,-3,23,8
CCCC(=O)Nc1ccc(C(=O)NNC(=O)c2ccco2)cc1,0,3,-8,12,-7,-8,-12,-9,4,4,13
Clc1ccc(NCn2cncn2)nc1,2,3,26,4,-2,1,-4,5,3,-46,11
O=C(O)C(Cc1c[nH]c2ccccc12)NS(=O)(=O)c1ccc(Cl)c(C(F)(F)F)c1 (stereo not given),-1,-10,17,-28,-2,20,-4,-7,2,20,24
C#CCOCCOCCOCCNc1nc(N2CCN(C(=O)[C@H](CCC(=O)O)n3cc(C(N)[C@H](C)CC)nn3)CC2)nc(N2CCN(C(=O)[C@H](Cc3ccc(O)cc3)n3cc(C(N)[C@H](C)CC)nn3)CC2)n1 (stereo not given in full),5,-9,-10,17,-2,7,0,6,3,-15,5
Cc1ccc(CCNC(=O)C2CCC(=O)N2C(C)C)cc1 (stereo not given),2,-4,11,-25,-8,6,-1,-2,10,13,7
CN1CCC(OC(=O)c2cccc(Cl)c2)CC1,1,5,-2,-7,0,-26,2,-16,8,-22,11
Cc1ccc(C)c(OCc2cc(C(=O)N3CC[C@H](O)C3)no2)c1,-1,-5,-273,-140,2,-12,2,-34,-135,-152,-244
Cc1oc(-c2cccc(Cl)c2)[n+]([O-])c1C,2,2,-15,-9,10,4,-5,-8,-1,11,-4
COc1ccccc1CN1CC(C(=O)NCc2cc(F)cc(C(F)(F)F)c2)CCC1=O (stereo not given),-2,3,-15,4,11,6,27,-21,-8,-20,-17
O=C(CN1C(=O)c2ccccc2C1=O)Nc1cccnc1,4,-7,13,-10,6,-5,-11,-5,4,8,9
COc1cc(CCC(=O)OCC(=O)NCC2CCCCC2)cc(OC)c1OC,3,9,-13,2,13,11,0,-17,4,17,-3
COc1ccc(NC(=O)c2cc3n(n2)C(C(F)(F)F)CC(c2ccc(OC)cc2)N3)cc1 (stereo not given),1,-7,12,-16,14,-14,-12,-14,7,15,21
Cc1cccn2c(CNC3CCCc4ccccc43)c(C(=O)N3CCOCC3)nc12 (stereo not given),1,6,10,13,-4,12,-10,8,9,15,-1
COc1ccc(S(=O)(=O)N2CCOC2CNC(=O)C(=O)NCCN2CCOCC2)cc1 (stereo not given),-4,-13,15,6,8,14,-34,-17,1,-18,4
CCOC(=O)c1[nH]c(C)c(/C(C)=N\O)c1C,/,0,1,-1,-7,1,-27,-12,3,-13,-2
NC(=O)CSc1nnc(NC(=O)c2ccc(S(=O)(=O)N3CCOCC3)cc2)s1,4,-12,17,-3,13,8,-4,8,-2,4,1
CC(C)c1ccc(S(=O)(=O)N2CCC(C(=O)N3CCC3)CC2)cc1,2,-4,5,11,-10,4,27,3,11,18,0
COc1ccc(C(=O)COC(=O)CCC(=O)Nc2ccc(C(C)=O)cc2)cc1,-1,10,-102,6,5,-19,-22,-29,-31,-31,-86
Cc1nn(C(=O)c2cccc([N+](=O)[O-])c2)c(C)c1Br,-1,9,8,-49,0,9,3,-2,-19,0,17
Cc1onc(-c2ccccc2Cl)c1C(=O)N1CC(C)CC(C)C1 (stereo not given),5,10,16,-26,5,11,-6,-14,12,0,16
Cc1noc(C)c1NC(=O)Nc1cccc2c1O[C@H](CN(C)C(=O)NC1CCCCC1)[C@@H](C)CN([C@H](C)CO)C2=O,/,-5,3,-20,-2,-14,1,-10,3,-23,0
CCSc1nc2c(c(=O)[nH]1)C(c1cccnc1)C(C(=O)OC(C)C)=C(C)N2 (stereo not given),1,7,16,-10,3,5,6,-23,1,-5,23
CCOc1ccc(CN(C)Cc2cc(=O)oc3cc(C)c(Cl)cc23)cc1,2,-15,0,-20,4,-2,0,-16,3,30,-11
Cc1ccc(OCCCC(=O)Nc2ccc(N3CCOCC3)cc2)c(C)c1,-1,-3,16,-30,-17,8,-1,13,3,-2,5
CN(CCc1cnn(C)c1)Cc1cn[nH]c1-c1ccc(-c2ccccc2)cc1,1,7,-60,-14,24,-5,-1,-36,-38,19,-82
Cc1cccc(C)c1Nc1c(-c2ccc(N3CCOCC3)cc2)nc2ncccn12,1,-14,5,-24,-42,-13,-10,-21,/,-8,11
CCn1c(C(C)NC(=O)c2ccc(OC)c(OC)c2)nc2ccccc21 (stereo not given),3,-14,0,0,-6,14,-8,10,2,15,10
Cc1ccc(N(CC(=O)NC2CCCCC2C)S(=O)(=O)c2c(C)noc2C)cc1 (stereo not given),3,12,-4,-4,-2,-9,2,-21,-4,8,5
CC1CCCN(C/C(O)=C(\C#N)c2nc3ccccc3[nH]2)C1 (stereo not given),0,1,8,-33,-9,-5,13,-13,-9,-4,5
O=S(=O)(Cc1ccccc1)Nc1cccc(F)c1,-2,-7,6,2,20,0,-1,-1,11,-35,1
Cc1nn(Cc2ccccc2Cl)c(C)c1NC(=O)c1cc(-c2ccc(F)cc2)on1,0,-22,10,-12,27,12,4,-6,14,16,7
CN(CC1CCCO1)S(=O)(=O)c1ccc(C(=O)Nc2ccccc2F)cc1 (stereo not given),-1,1,-17,12,-7,-6,6,-10,-9,-2,-44
CC(C)(C)S(=O)N1Cc2cc(C(=O)O)nc(-c3cccc(-c4cc5ccccc5o4)c3)c2[C@H]1CCO (stereo not given in full),/,-8,-21,-33,-11,-15,-17,-16,/,-1,-11
CCOC(=O)C1=C(C)NC(C)=C(C(=O)OCC)C1C(=O)OC1CCOC1=O (stereo not given),1,3&-25,6&3,-18&-5,-10&3,-3&-30,-5&2,2&-9,-6&0,8&3,0&7
Cn1c(=O)c2c(nc(CN3CCC(C(N)=O)CC3)n2Cc2ccccc2F)n(C)c1=O,2,14,10,3,-16,6,6,-18,-9,13,4
COC(=O)c1ccc(NC(=O)N2CCOCC2)cc1,0,-8,7,-9,8,-21,14,-5,-6,-12,-11
Cc1ccc(C(=O)CSc2ccccc2C(=O)O)cc1,1,8,-105,-190,-2,53*,13,37,-11,-38,-84
Cc1ccc(-n2ncc3c2CC(C)(C)CC3NC(=O)c2ccncc2)cc1 (stereo not given),1,-5,17,-18,18,-2,-3,-5,14,7,14
Clc1cccc(CN2CCN(Cc3ccco3)CC2)c1,0,2,-4,-16,7,-15,1,5,-1,3,-2
COC(=O)CC1C(=O)NCCN1C(=O)Nc1ccccc1 (stereo not given),0,4,-9,-11,-19,-8,-9,-10,5,7,-5
COc1ccc(/C=N/NC(=O)c2cc(C3CC3)[nH]n2)cc1OC,2,12,5,-6,-2,-5,0,-31,2,9,9
NC(=O)N/N=C/c1c(F)c(F)c(F)c(F)c1F,1,2,-5,-7,-11,-9,-26,-4,8,10,7
CC(=O)COc1coc(CN2CCN(c3ccc(F)cc3)CC2)cc1=O,-1,-2,-9,6,7,25,13,-6,-1,-9,18
CCOC(=O)C(C)(C)Sc1nc2c(cnn2-c2ccc(Cl)cc2)c(=O)[nH]1,4,-4,23,2,30,30,-15,15,-2,-16,0
COc1ccc(NC(=O)c2cccc(NC3=NC4CS(=O)(=O)CC4S3)c2)cc1Cl (stereo not given),0,-7,-6,-6,2,3,-1,2,/,-1,-3
Cc1nn(C)c(C)c1NC(=O)Nc1ccc(Cl)c(Cl)c1,-1,-2,0,0,16,4,33,-23,10,2,-2
COC(=O)c1c(NC(C)=O)sc(C)c1C,1,0,0,-3,-10,-6,11,1,-18,/,11

# Random excerpt: 2 compounds from above
SMILES,NR2E3 ag-1,KKLEB cytotox,Peg3 prom inh,NR2E3 ag-2,CF NFkB block,TWEAK-Fn14 inh,TRAIL sens C8,TROY NFkB inh,MITF TRPM1 inh,Shn3 3UTR inh,HIF-2a block
COC(=O)c1ccc(NC(=O)N2CCOCC2)cc1,0,-8,7,-9,8,-21,14,-5,-6,-12,-11
Cc1nn(C)c(C)c1NC(=O)Nc1ccc(Cl)c(Cl)c1,-1,-2,0,0,16,4,33,-23,10,2,-2

# From PubChem BioAssay
